# rTrxR1 inhibitor = qHTS Assay for Inhibitors of Mammalian Selenoprotein Thioredoxin Reductase 1 (TrxR1): qHTS | recombinant rTrxR1, NADPH fluorescence consumption, selenite substrate | Potency, µM (top dose mostly 114 µM), without a hit: top-dose activity change, negative = inhibition, actives largely listed as inhibitors | 390,000 tested, 1% active | AID 588453, 2011; further: on the % scale 0 is the no-effect control and ±100 the full control effect; nearly all actives have a fitted effect of over 65% in size
#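 Rat TrxR1 (90 nM in the dispensed reagent) was pre-reduced with 400 uM NADPH for 5 min at room temperature, then incubated with compound for 15 min. After 400 uM selenite was added, NADPH fluorescence (Ex 340/Em 450 nm) was followed for 8 min.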
# Pin1 inhibitor = qHTS Assay to Find Inhibitors of Pin1. Peptidyl-prolyl cis-trans isomerase NIMA-interacting 1 (Homo sapiens), Q13526. Potency, µM (titrated, usually from 115 µM), without a hit: at the top dose activity, negative = inhibition, hits mostly inhibitors. 390,000 tested, 0.009% active. Pin1 FP peptide displacement, HiFluor488, 10 min. AID 504891, 2011; active means well fitted inhibition curve with a large enough effect in the polarisation, with a control signal flat, not every such curve was filed as active; inconclusive means small, poorly fitted or top-dose-only effect, or effect the other way, or a change in a side signal; inactive means no such curve, though single readings can be large or run the other way; the % refers to the polarisation; further: on the % scale 0 is the no-effect control and ±100 the full control effect
# Target sequence (Q13526 whole entry, looked up): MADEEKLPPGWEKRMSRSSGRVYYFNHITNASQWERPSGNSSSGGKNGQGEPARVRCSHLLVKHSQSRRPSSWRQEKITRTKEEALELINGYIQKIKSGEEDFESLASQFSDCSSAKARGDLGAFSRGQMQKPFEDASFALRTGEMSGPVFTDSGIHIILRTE
# ALOX12 inh = Primary qHTS assay for inhibitors of human arachidonate 12S-lipoxygenase (ALOX12): Round 2. Polyunsaturated fatty acid lipoxygenase ALOX12 (Homo sapiens), P18054. purified 12hLO, xylenol orange hydroperoxide absorbance. Potency, µM (titrated, usually from 108 µM), for inactives: at the highest dose activity change, negative = inhibition, actives largely listed as inhibitors. 580,000 tested, 1.1% active. AID 1671190, 2021; further: on the % scale 0 is the no-effect control and ±100 the full control effect
# Target sequence (P18054 whole entry, looked up): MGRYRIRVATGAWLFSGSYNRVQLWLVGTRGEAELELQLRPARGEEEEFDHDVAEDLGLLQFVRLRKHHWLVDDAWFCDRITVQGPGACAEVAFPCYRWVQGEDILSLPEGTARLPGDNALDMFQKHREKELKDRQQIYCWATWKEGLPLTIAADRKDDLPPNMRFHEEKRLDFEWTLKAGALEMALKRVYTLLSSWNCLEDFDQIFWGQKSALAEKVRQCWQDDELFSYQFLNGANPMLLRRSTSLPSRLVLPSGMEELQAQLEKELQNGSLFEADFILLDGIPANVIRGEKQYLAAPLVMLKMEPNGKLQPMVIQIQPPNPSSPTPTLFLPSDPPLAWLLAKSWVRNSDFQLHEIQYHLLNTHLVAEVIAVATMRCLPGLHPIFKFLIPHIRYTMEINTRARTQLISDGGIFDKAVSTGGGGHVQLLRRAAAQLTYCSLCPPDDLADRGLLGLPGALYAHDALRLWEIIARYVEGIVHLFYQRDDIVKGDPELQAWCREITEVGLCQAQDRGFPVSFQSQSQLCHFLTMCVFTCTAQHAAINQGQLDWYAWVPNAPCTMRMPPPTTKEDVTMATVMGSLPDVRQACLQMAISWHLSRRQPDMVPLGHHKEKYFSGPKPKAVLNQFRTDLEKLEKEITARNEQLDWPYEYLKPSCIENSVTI
#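 Purified human 12hLO at 150 nM in 25 mM Hepes, 0.01% Triton X-100, pH 7.0, preincubated 15 min at room temperature with compound. Reaction started with 40 uM arachidonic acid, 30 min at room temperature. Hydroperoxide measured by Fe-xylenol orange, 573/405 nm absorbance ratio.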
# ERG Ets-DNA blk = qHTS for Small Molecule Inhibitors of the ERG Ets/DNA interaction | Transcriptional regulator ERG (Homo sapiens), P11308 | fluorescence polarization, His-ERG Ets domain / labelled DNA | Potency, µM (doses to about 76.9 µM), inactives show at the top dose FP activity, negative = inhibition, most hits filed as inhibitors | 370,000 tested, 0.028% active | AID 624246, 2012; active means well fitted inhibition curve with a large enough effect in the polarisation, with a control signal flat; inconclusive means small, poorly fitted or top-dose-only effect, or effect the other way, or a change in a side signal; inactive means no such curve, though single readings can be large or run the other way; the % refers to the polarisation;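 further: polarization taken with two DNA probes labelled with fluorescein and Texas red; % of control where 0% means no effect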
#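 His-tagged ERG Ets domain (1 uM in the protein solution; 300mM KCl, 50mM Tris-HCl, 1mM EDTA, 1mM DTT, pH 7.5) received compound, then a probe mix of 5 nM fluorescein-DNA and 100nM Texas-615-DNA. Fluorescence polarization was read for both dyes.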
# HP1b binding inh = HTS for Inhibitors of HP1-beta Chromodomain Interactions with Methylated Histone Tails. AlphaScreen HP1-beta / biotin-H3K9me3 peptide binding. Potency, µM (series often up to 114 µM), inactives show at the highest dose activity change, negative = inhibition, actives largely listed as inhibitors. 390,000 tested, 0.56% active. AID 540317, 2011; further: nearly all actives have a fitted effect of over 70% in size; inactives centre near 23
# Target sequence (P83916 whole entry, looked up): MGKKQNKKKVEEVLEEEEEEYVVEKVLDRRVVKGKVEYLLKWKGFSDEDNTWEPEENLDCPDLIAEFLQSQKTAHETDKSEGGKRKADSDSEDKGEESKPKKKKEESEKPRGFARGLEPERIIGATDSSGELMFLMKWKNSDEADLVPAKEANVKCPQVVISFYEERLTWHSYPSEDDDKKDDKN
#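 HP1-beta protein (50 nM final) preincubated 30 min at room temperature with biotinylated H3(1-18)K9me3 peptide (50 nM) in PBS pH 7.4, 0.01% Tween-20, then compound added for 30 min. AlphaScreen streptavidin donor/nickel chelate acceptor beads (10 ug/mL final), 30 min dark, luminescence read.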
# GLS inhibitor = qHTS for Inhibitors of Glutaminase (GLS). GLS enzymatic activity, qHTS titration. AID 624170, 2012. 410,000 tested, 0.21% active. Potency, µM (titrated, usually from 45.5 µM), without a hit: at the top dose activity change, negative = inhibition, hits mostly inhibitors; further: on the % scale 0 is the no-effect control and ±100 the full control effect
#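 hKGA in 45 mM KH2PO4 pH 8.2, 0.02% Tween-20 with pin-transferred compounds; 1 mM L-glutamine (stock) plus glutamate oxidase/HRP/Amplex Red coupling added. Fluorescence read initially and after 30 min at RT.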
# PGK inhibitor = qHTS Assay to Find Inhibitors of Phosphoglycerate Kinase. Phosphoglycerate kinase, glycosomal (Trypanosoma brucei brucei), P07378. PGK/GAPDH coupled, Kinase-Glo luminescence, 60 min. Potency, µM (titrated, usually from 57.5 µM), for inactives: at the top dose activity change, negative = inhibition, hits mostly inhibitors. 380,000 tested, 0.043% active. AID 602233, 2012; further: on the % scale 0 is the no-effect control and ±100 the full control effect; nearly all actives have a fitted effect of over 60% in size
#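 Luminescent ATP detection (Kinase-Glo Plus) follows a 60-minute room-temperature incubation, with wells lacking PGK as controls. Buffer: 100 mM TEA (pH 7.6), 5 mM MgCl2, 0.01% Tween-20. Coupling enzyme GAPDH (100 nM final) supplies unstable 1,3-BPG in-well.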
# JMJD2A Tudor inh = qHTS Assay for Inhibitors of JMJD2A-Tudor Domain | AlphaScreen JMJD2A-Tudor / H3K4me3 peptide binding | AID 504339, 2011 | 390,000 tested, 4.4% active | Lysine-specific demethylase 4A (Homo sapiens), O75164 | Potency, µM (top dose mostly 114 µM), for the others: at the highest dose activity change, negative = inhibition, hits mostly inhibitors; further: on the % scale 0 is the no-effect control and ±100 the full control effect; nearly all actives have a fitted effect of over 50% in size
# RGS4 inhibitor = Inhibitors of Regulator of G Protein Signaling (RGS) 4: qHTS. Potency, µM (highest dose often 114 µM), for inactives: top-dose activity change, negative = inhibition, usual class: inhibitors. AID 504845, 2011. Regulator of G-protein signaling 4 (Homo sapiens), P49798. 390,000 tested, 0.039% active. Transcreener GDP fluorescence polarization, RGS4-accelerated GTP hydrolysis; further: on the % scale 0 is the no-effect control and ±100 the full control effect; nearly all actives have a fitted effect of over 75% in size; some results filed as inactive show a strong effect at the top dose
#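 MLSMR compounds (23 nl, pin-transferred) preincubated 10 min at room temperature with a 500nM (2x) first reagent, then RGS4 at 900nM (2x) plus Transcreener GDP mix added; fluorescence polarization (620/688 nm) read before and after 90 min at 30 °C.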
# * = called active by the depositor; i = inactive; u = inconclusive; x = no result given; [ ] = dose if it differs, or a comment. Unless noted, the call rests on the fitted dose curve; in most records, active means well fitted curve in the direction sought with a large enough effect; inconclusive means small, poorly fitted or top-dose-only effect, or another doubt; inactive means no such curve, though single readings can be large; an effect the other way counts as inactive or inconclusive. Potency means the concentration at half of the fitted maximal effect. An excerpt, so the mix of outcomes need not match the whole.
rTrxR1 inhibitor,Pin1 inhibitor,ALOX12 inh,ERG Ets-DNA blk,HP1b binding inh,GLS inhibitor,PGK inhibitor,JMJD2A Tudor inh,RGS4 inhibitor,compound
-23%,1%,u,2%,22%,3%,5%,-10%,-12%,Cc1c(C(=O)N(C)C2CC(C)(C)NC(C)(C)C2)oc2c(F)cccc12
-4%[57.1 µM],-12%,-4%,12%,18%,u,-9%,-15%,-14%,O=C(O)C(Cc1ccccc1)N=Cc1c(O)c2ccccc2oc1=O (stereo unspecified)
-6%,u,5µM*,16%,27%,1%,3%,-19%,3%,C/C(=N\NC(=O)c1cc2c(s1)CCC(C)C2)c1cccnc1 (stereo unspecified)
-21%,15%,2%,-8%,-37%,15%,i,40µM*,-29%,Clc1ccc(CSc2nncn3c2cc2occc23)cc1
1%,4%,7%,x,-13%,8%,7%,u,3%,Cn1c(=O)n(C)c2cc([N+](=O)[O-])c(N3CCN(S(=O)(=O)c4ccccc4)CC3)cc21
0%[57.1 µM],-1%,1%,2%,20%,-7%,i,-35%,-2%,N#C/C(=C\c1cccnc1)c1ccc([N+](=O)[O-])cc1
15%,u,0%,0%,51%[activator],1%,-2%,-3%,-17%,O=C(NCCCN1CCN(c2ccccc2F)CC1)C1CCN(S(=O)(=O)N2CCOCC2)CC1
21%[57.1 µM],-3%,u,1%,55%[activator],-33%,-7%,-7%,-11%,CC1=C([N+](=O)[O-])C(c2ccccc2Cl)NC(=O)N1 (stereo unspecified)
11%[57.1 µM],1%,33%[activator],-5%,18%,-10%,-10%,-1%,-1%,CC(NC(=O)c1ccccc1F)c1nnc(SCC(=O)N2CCN(c3ccccc3)CC2)n1C (stereo unspecified)
15%,-14%,-17%,1%,0%,-1%,-3%,-2%,-1%,CN(CC(=O)Nc1ccccc1Cl)C(=O)c1cc(=O)[nH]c2ccccc12

# Continued.
rTrxR1 inhibitor,Pin1 inhibitor,ALOX12 inh,ERG Ets-DNA blk,HP1b binding inh,GLS inhibitor,PGK inhibitor,JMJD2A Tudor inh,RGS4 inhibitor,compound
-3%,0%,0%,10%,20%,-2%,-3%,13%,16%,CCCN(CCC(=O)Nc1ccccc1F)CC1CC1
-5%,-1%,u,-5%,26%,-1%,i,-9%,-10%,Cc1cccc(NC(=O)CN(CCc2ccccc2)S(C)(=O)=O)c1
13%,u,-3%,22%,19%,1%,i,-13%,-34%,O=C(Nc1ccc(S(=O)(=O)Nc2nccs2)cc1)c1cccc(N2C(=O)c3ccccc3C2=O)c1
-8%,4%,u,5%,43%,0%,-3%,-3%,-10%,Cc1cc(C)c(C#N)c(SCC(=O)N(CCC#N)c2ccc3c(c2)OCCO3)n1
17%,2%,-6%,5%,74%[activator],0%,-3%,-24%,-23%[56.9 µM],COc1ccc(CCNC(=O)C2CCN(S(=O)(=O)N3CCC(C)CC3)CC2)cc1OC
9%,1%,0%,-5%,68%[activator],-12%,-6%,3%,-13%,CSc1ccccc1NC(=O)Cc1ccccc1
-14%,-7%,180%[activator],11%,20%,10%,-7%,2%,15%,O=C(O)Cc1ccc(NC(=O)COc2ccc3ccccc3c2)cc1
-17%[57.1 µM],1%,4µM*,3%,32µM*,u,5%,25µM*,u,Clc1nssc1=Nc1ccc(Br)cc1
5%,4%,-21%,0%,21%,0%,i,-25%,-7%,COc1ccc(CCNc2nnc(Sc3nnnn3-c3ccccc3)s2)cc1OC
18%,2%,2%,-5%,33%,14%,-1%,1%,0%,O=C(CSCc1ccccc1Cl)NNC(=O)c1ccccc1

# Next results.
rTrxR1 inhibitor,Pin1 inhibitor,ALOX12 inh,ERG Ets-DNA blk,HP1b binding inh,GLS inhibitor,PGK inhibitor,JMJD2A Tudor inh,RGS4 inhibitor,compound
21%,8%,3%,11%,12%,0%,i,-9%,1%,COc1ccc(Br)cc1/C=N/n1c(COc2ccccc2)n[nH]c1=S
14%[57.1 µM],-12%,-1%,1%,4%,-17%,-3%,-22%,42%,CN1CCN(CC(=O)N(Cc2c(C#N)c3ccccc3n2C)c2ccccc2)CC1
10%,-3%,-15%,5%,55%[activator],2%,6%,-7%,22%,Cc1cc(C)c(S(=O)(=O)NCc2ccccn2)cc1C
-18%[57.1 µM],-3%,u,-8%,12%,5%,3%,-5%[11.4 µM],-12%[11.4 µM],CCCCCOc1ccc(Br)cc1/C(C)=N/NC1=NCCN1
3%[57.1 µM],-13%,-16%,-4%,u,1%,10%,10µM*,11%,C=CCc1cc(Cl)ccc1OCCOCCNCCOC
18%,-7%,-6%,2%,41%[activator],-15%,-1%,u,-17%,O=C(Cc1ccccc1F)Nc1ccc(S(=O)(=O)Nc2ncccn2)cc1
31%,-1%,-4%,-2%,34%,-7%,-1%,-18%,9%,CCCCN1C(Nc2ccccc2)=NC[C@@H]1Cc1ccccc1
18%[57.1 µM],24%,u,4%,49%[activator],-10%,-8%,-7%,-11%,CC(=O)c1cc(-c2ccc(F)cc2)n(CCC(=O)Nc2nc3ccc(C)cc3s2)c1C
-27%,-7%,u,x,-66%,3%,-2%,50µM*,-13%,CCC1CCC2(CC1)NNC(=S)NN2
13%,-1%,15%,-6%,17%,-3%,2%,-14%,-4%,CN(CC(=O)NCc1ccc2c(c1)OCO2)CC(=O)Nc1ccc(F)c(F)c1F

# (further entries)
rTrxR1 inhibitor,Pin1 inhibitor,ALOX12 inh,ERG Ets-DNA blk,HP1b binding inh,GLS inhibitor,PGK inhibitor,JMJD2A Tudor inh,RGS4 inhibitor,compound
7%,1%,-11%,0%,52%[activator],x,-3%,-2%,-8%,COc1ccc(Cc2nnc(NC(=O)c3ccc(Cl)c([N+](=O)[O-])c3)s2)cc1
-1%,u,0%,-6%,35%,0%,-7%,-2%,14%,O=C(NCC1CCCO1)c1cccc(F)c1 (stereo unspecified)
7%[57.1 µM],-2%,-4%,-3%,16%[57 µM],10%,4%,-14%,-17%,O=C(NCCc1ccccc1Cl)c1ccc2c(c1)nc1n2CCCCC1
10%[57.1 µM],0%,0%,1%,8%,-3%,i,-17%,11%,Nn1c(SCC(=O)N2CCCc3ccccc32)nnc1-c1ccccc1
1%,-10%,-9%,5%,27%,15%,-4%,-8%,0%,O=C(N/C(=C\c1cccs1)C(=O)N1CCOCC1)c1cccs1
12%[57.1 µM],0%,-2%,-6%,28%,1%,8%,-10%,3%,O=C1CCN(Cc2ccccc2)CCN1CCOc1ccccc1
16%[57.1 µM],3%,0%,1%,24%,-6%,-3%,-5%,7%,CC(=O)C1=C(C)Nc2ncnn2C1c1cccc(Br)c1 (stereo unspecified)
12%[57.1 µM],0%,-17%,-4%,30%,0%,i,0%,-53%,Cc1ccc2cn[nH]c2c1NC(N)=S
-10%,u,26%,0%,33%,1%,7%,-10%,-17%,Cc1ccc(CN(C(=O)Cn2nnc3ccccc32)C(C(=O)NCc2ccco2)c2ccc(C)o2)cc1 (stereo unspecified)
31%,2%,-7%,-2%,21%,10%,5%,-4%,18%,COc1cccc(N(CC(=O)NCCSc2ccc(Cl)cc2)S(C)(=O)=O)c1

# Additional entries:
rTrxR1 inhibitor,Pin1 inhibitor,ALOX12 inh,ERG Ets-DNA blk,HP1b binding inh,GLS inhibitor,PGK inhibitor,JMJD2A Tudor inh,RGS4 inhibitor,compound
19%,-1%,6%,3%,24%,4%,-1%,1%,-5%,Cc1ccc(S(=O)(=O)NC(=O)Nc2c(C)cccc2C)cc1
6%,13%,-4%,-18%,13%,1%,2%,-18%,14%,Cc1ccc(C(CC(=O)Nc2cc(C)cc(C)c2)N2Cc3ccccc3C2=O)cc1 (stereo unspecified)
-10%,4%,7%,-1%,5%,20%,-10%,-19%,-11%,COc1ccc(C(=O)Nc2ccccc2C(=O)N2CCN(c3ccccc3)CC2)cc1
30%[57.1 µM],-3%,-15%,8%,50%[activator],2%,-6%,-10%,7%,COc1ccc(-c2cc(C(=O)N3CCOCC3)c3cc(C)ccc3n2)cc1

# Entries above that bear a hit mark in JMJD2A Tudor inh:
rTrxR1 inhibitor,Pin1 inhibitor,ALOX12 inh,ERG Ets-DNA blk,HP1b binding inh,GLS inhibitor,PGK inhibitor,JMJD2A Tudor inh,RGS4 inhibitor,compound
-21%,15%,2%,-8%,-37%,15%,i,40µM*,-29%,Clc1ccc(CSc2nncn3c2cc2occc23)cc1
-17%[57.1 µM],1%,4µM*,3%,32µM*,u,5%,25µM*,u,Clc1nssc1=Nc1ccc(Br)cc1
3%[57.1 µM],-13%,-16%,-4%,u,1%,10%,10µM*,11%,C=CCc1cc(Cl)ccc1OCCOCCNCCOC
-27%,-7%,u,x,-66%,3%,-2%,50µM*,-13%,CCC1CCC2(CC1)NNC(=S)NN2

# High-throughput results (PubChem BioAssay)
